Bioassay records: PubChem BioAssay, several laboratories
HCV core dimer – HCV core protein dimerization inhibition | TR-FRET GST/Flag-core106 dimerization, 1536-well | inhibition, % at 5 µM | 300,000 compounds, 0.33% hits;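 active means inhibition above the mean of all tested compounds plus 3 SD, set per screening campaign, cut at about 45% in these data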
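System: GST-tagged and Flag-tagged HCV core protein residues 1-106 / Input: core106 proteins, GST 13.5 nM and Flag 17 nM / Buffer or medium: KF-containing HEPES buffer, pH 7.45, DTT, CHAPS, BSA / Probe or stimulus: Eu-anti-GST and XL665-anti-Flag labelled anti-tag antibodies / Schedule: 4 h, 22.5 °C incubation / Technique: TR-FRET 671 and 617 nm emission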
EBNA-1 inhibitor – blocks EBNA-1 binding to DNA. EBNA-1 DNA binding, fluorescence polarization. inhibition, % at 14.8 µM. 300,000 compounds, 0.34% hits. AID 1950; in the data active means inhibition above about 28%
PP1 inh – blocks human PP1-alpha phosphatase, a PP5 counter-screen; 320,000 compounds, 0.9% hits; inhibition, % at 6.7 µM; AID 2235; purified PP1alpha, OMFP fluorescence;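 active means inhibition above the mean inhibition of all tested compounds plus 3 SD, computed separately for each screening campaign, cut at about 15% in these data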
Efflux pump inh – blocks antifungal efflux pumps in multiplex yeast assay; 330,000 compounds, 0.44% hits; S. cerevisiae Candida pump triplex, Nile Red efflux; inhibition, % at 10 µM;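 active means plate passing quality check with inhibition over a set limit, or well fluorescence over plate mean plus 4 SD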;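 further: Nile Red retained in pooled yeast measured as flow cytometry median fluorescence; 0% = buffer negative control and 100% = Enniatin B positive control; higher means more Nile Red kept so more efflux inhibition; some compounds called inactive have numbers as strong as hits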
ZTA DNA inh – blocks Epstein-Barr virus ZTA, an EBNA-1 counter-screen | P03206 | ZTA-DNA binding, fluorescence polarization | inhibition, % at 11 µM | 320,000 compounds, 0.15% hits | AID 2234; in the data active means inhibition above about 33%
Target sequence (P03206 whole entry, looked up): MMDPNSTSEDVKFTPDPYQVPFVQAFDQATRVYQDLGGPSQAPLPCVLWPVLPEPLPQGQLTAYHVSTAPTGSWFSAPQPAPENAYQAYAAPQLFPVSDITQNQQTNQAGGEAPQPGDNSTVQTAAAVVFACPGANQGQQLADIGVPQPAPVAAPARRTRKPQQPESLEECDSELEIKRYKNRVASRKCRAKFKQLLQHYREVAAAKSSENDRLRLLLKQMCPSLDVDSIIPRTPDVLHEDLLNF
TPT1 inh – inhibitors of Candida albicans tRNA 2'-phosphotransferase TPT1. recombinant caTPT1, FP RNA substrate dephosphorylation. inhibition, % at 5 µM. 300,000 compounds, 0.81% hits. AID 1962;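 active means inhibition above the mean of all tested compounds plus 3 SD, set per screening campaign, cut at about 24% in these data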;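 further: plate controls were DMSO alone for no effect and ferristatin control at 100 nM for full effect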
PP5 inh – PP5 (human) phosphatase inhibition. purified PP5c, OMFP substrate fluorescence. inhibition, % at 6.7 µM. 320,000 compounds, 0.18% hits;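 active means inhibition above the campaign's mean inhibition across all tested compounds plus 3 SD, cut at about 9.5% in these data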;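 further: 0% = DMSO only and 100% = 100 µM cantharidin control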
PREPL inhibitor – inhibitors of human prolyl oligopeptidase-like enzyme PREPL | inhibition, % at 5.96 µM | 320,000 compounds, 0.68% hits | Q4J6C6 | recombinant PREPL, fluorescence polarization activity-based probe | AID 2751; in the data active means inhibition above about 43%;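 further: 0% = enzyme with DMSO and 100% = wells lacking enzyme; many of its hits are not listed in these tables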
Target sequence (Q4J6C6 whole entry, looked up): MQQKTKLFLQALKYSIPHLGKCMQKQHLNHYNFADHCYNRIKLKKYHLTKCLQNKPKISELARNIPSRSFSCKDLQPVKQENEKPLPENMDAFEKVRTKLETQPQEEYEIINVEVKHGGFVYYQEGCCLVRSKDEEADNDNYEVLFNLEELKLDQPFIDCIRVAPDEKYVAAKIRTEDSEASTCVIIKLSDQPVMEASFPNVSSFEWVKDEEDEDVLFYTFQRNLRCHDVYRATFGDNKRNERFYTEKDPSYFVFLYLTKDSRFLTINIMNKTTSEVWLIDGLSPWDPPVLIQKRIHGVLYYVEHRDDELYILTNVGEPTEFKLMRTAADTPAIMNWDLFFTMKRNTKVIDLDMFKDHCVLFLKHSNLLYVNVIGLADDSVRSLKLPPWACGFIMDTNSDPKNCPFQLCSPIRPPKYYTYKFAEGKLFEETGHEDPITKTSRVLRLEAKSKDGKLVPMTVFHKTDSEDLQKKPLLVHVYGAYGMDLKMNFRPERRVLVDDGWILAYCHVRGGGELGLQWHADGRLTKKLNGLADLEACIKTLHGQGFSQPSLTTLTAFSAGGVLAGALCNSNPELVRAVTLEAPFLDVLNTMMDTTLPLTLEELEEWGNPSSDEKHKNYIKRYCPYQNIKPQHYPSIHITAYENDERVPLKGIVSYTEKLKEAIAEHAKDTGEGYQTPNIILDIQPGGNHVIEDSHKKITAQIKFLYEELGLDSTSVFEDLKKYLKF
Fh CTSL1 inh – cathepsin L1 inhibition, PFM18AAP counter-screen | 300,000 compounds, 0.49% hits | inhibition, % at 5.96 µM | recombinant F. hepatica cathepsin L1, Z-Leu-Arg-MCA fluorescence;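 active means inhibition above the mean of all tested compounds plus 3 SD, set per screening campaign, cut at about 17% in these data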;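 further: 0% = plate median of test compound wells and 100% = 1 µM Z-Phe-Ala-diazomethylketone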
An asterisk follows results filed as active; . = no result given.

No.	SMILES	HCV core dimer	EBNA-1 inhibitor	PP1 inh	Efflux pump inh	ZTA DNA inh	TPT1 inh	PP5 inh	PREPL inhibitor	Fh CTSL1 inh
1	Cc1ccccc1C1CC(c2cccs2)Nc2nnnn21 (centres undefined)	-0.3	-7.4	0.1	0.1	-10.4	3.0	3.0	-26.2	-0.3
2	CCn1cc(S(=O)(=O)Nc2cc(C(=O)OC)ccc2C)cn1	-6.9	-0.8	-3.3	-0.1	5.5	-1.3	1.8	0.4	1.8
3	CC(C)C(=O)Nc1nc(-c2ccccc2)ns1	2.5	0.4	3.0	0.1	-8.5	-3.5	-0.4	-11.1	-2.4
4	CCOc1cc2c(C)cc(=O)oc2cc1Cl	4.9	3.4	-6.4	0.0	-3.0	1.6	2.5	-2.0	-1.2
5	COc1ccc(Cc2nnc(NC(=O)C3CCN(C(=O)c4ccco4)CC3)s2)cc1	-1.7	3.1	-0.2	-0.4	-8.6	-2.4	0.3	-8.0	-1.3
6	O=C(Nc1nnc(SCc2ccc(Cl)cc2)s1)C1CC(=O)N(Cc2ccccc2)C1 (centres undefined)	16.6	5.5	6.6	-0.1	-1.2	3.5	1.9	-25.8	-2.3
7	CCN(CC)S(=O)(=O)c1ccc2[nH]cc(C(=O)NCCN3CCCCC3C)c(=O)c2c1 (centres undefined)	5.4	-5.8	-4.9	0.0	10.7	0.7	-0.6	5.9	-1.5
8	CCN(CC)S(=O)(=O)c1ccc(S(=O)(=O)Nc2cc3c(cc2C(C)=O)OCO3)cc1	5.2	16.0	-1.4	-0.1	19.0	0.0	1.0	4.0	-1.3
9	C/C(=N\NC(=O)OC(C)(C)C)c1cccc([N+](=O)[O-])c1	0.6	0.4	-3.3	0.1	10.0	-1.0	-1.5	2.2	4.0
10	COc1ccc(CC(=O)Nc2cc(C)c3c(=O)oc4ccccc4c3n2)cc1	1.5	-3.9	-0.2	0.2	16.0	0.1	0.9	-2.6	1.4
11	CCNC(=O)NC(=O)CSc1nnc(-c2c[nH]c3ccccc23)o1	-1.8	-3.0	-0.5	-0.2	-11.6	-4.7	-0.4	5.5	0.6
12	CCOc1ccc(NC(=O)c2ccccc2SC)cc1	-0.8	8.5	-0.4	0.0	2.7	0.8	-0.2	-8.2	-1.4
13	COc1cc2c(cc1OC)C(C)N(C(=O)c1sc(-c3cnccn3)nc1C)CC2 (centres undefined)	3.5	4.0	4.2	0.0	-4.2	-0.4	-0.1	-8.0	1.2
14	Cc1nn(-c2ccccc2)c(C)c1/C=N\NS(=O)(=O)c1ccc(Cl)cc1	5.7	4.9	-2.5	0.1	14.6	-10.5	0.4	-2.5	0.2
15	O=C(c1ccco1)N1CCN(C(=O)c2sccc2-c2ccccc2)CC1	1.4	-2.2	-1.8	-0.1	1.4	0.4	-3.3	2.6	-4.3
16	O=C(OCc1ccc(F)cc1)c1cc(=O)c2ccccc2o1	1.0	9.7	-3.2	-0.1	9.2	-1.3	-2.6	0.1	0.3
17	CCN(CCNC(=O)c1ccc2nc(-c3ccccc3NC(C)=O)c(=O)[nH]c2c1)c1ccccc1	6.0	-12.9	-3.2	0.5	-14.1	-0.7	4.3	13.6	2.4
18	O=C(Oc1ccccc1N1C(=O)C2CC=CCC2C1=O)c1ccc(Br)cc1 (centres undefined)	-1.2	-8.7	2.6	0.1	-11.6	-1.1	1.5	0.1	-2.9
19	O=C(CNC(=O)OCc1ccccc1)Nc1ccc(F)cc1	.	.	-1.5	0.2	-4.2	.	2.1	3.5	.
20	Cn1c(N)c(C(=O)COC(=O)C2CC(O)CN2S(=O)(=O)c2ccc(Cl)cc2)c(=O)n(C)c1=O (centres undefined)	1.1	3.9	1.1	0.1	-7.6	2.9	-2.1	3.3	-2.1

The listing continues.
No.	SMILES	HCV core dimer	EBNA-1 inhibitor	PP1 inh	Efflux pump inh	ZTA DNA inh	TPT1 inh	PP5 inh	PREPL inhibitor	Fh CTSL1 inh
21	O=C(CCn1cccn1)Nc1ccc2c(c1)OCO2	-9.5	6.1	0.2	-0.1	-2.9	-1.0	-2.0	18.5	5.1
22	Cc1cc(N)ccc1-n1c(C)ccc1C	-1.9	28.6*	2.4	0.0	55.4*	-3.9	0.3	59.3*	2.7
23	O=c1c2cc([N+](=O)[O-])ccc2nc(CN2CCN(c3ccccn3)CC2)n1-c1ccccc1F	1.2	1.7	-0.6	0.1	6.5	1.6	9.0	14.0	7.1
24	COc1cc(/C=C2/C(=N)N3C(SC)=NSC3=NC2=O)ccc1OC(=O)c1ccco1	2.5	6.6	-3.9	-0.3	-1.7	17.8	0.1	54.1*	-0.7
25	CCOC(=O)N1CCN(c2c(F)cc3[nH]c(=S)[nH]c3c2Br)CC1	-0.2	2.9	1.0	0.0	-19.6	-2.1	2.4	13.6	-8.4
26	CC(=O)c1ccccc1-c1csc2ncnc(Sc3nnnn3C)c12	.	.	3.3	-0.2	-6.5	.	-0.1	3.5	.
27	CN(CCNC(=O)c1ccc(CS(=O)(=O)c2ccc(Br)cc2)o1)CCc1ccccc1	4.2	11.5	-1.6	-0.3	0.0	-0.1	-1.4	-49.8	0.2
28	CCN1CCN(C(=O)COCc2cc(-c3ccc4c(c3)OCO4)on2)CC1	-7.5	8.8	-2.1	0.2	1.1	0.2	-0.7	13.0	0.1
29	Cc1cnn(-c2ccc3nnc(-c4ccc(Br)cc4)n3n2)c1	6.0	5.2	-6.3	0.1	7.8	-1.2	-1.5	2.2	-0.5
30	Cc1onc(-c2ccccc2)c1-c1ccnc(N)n1	-4.0	-13.2	-4.4	0.2	-8.8	2.7	2.7	-3.0	-0.4
31	COc1ccc(COC(=O)c2ccc(C)c(S(=O)(=O)N3CCOCC3)c2)cc1F	-0.9	-11.7	-3.6	0.0	-16.3	0.9	0.8	5.2	3.4
32	CCCc1cc(C(=O)N(C2CCCCC2)C2CCCCC2)no1	4.7	-2.9	-5.3	0.1	11.5	-2.4	4.7	4.8	-0.3
33	CCCc1cc(=O)[nH]c(SCc2nc3ccccc3o2)n1	2.0	-4.5	1.0	-0.1	4.3	0.7	4.1	-2.6	-1.4
34	CCCOc1ccc(/C(CC)=N/NC(=O)C2(C)CC2(Br)Br)cc1 (centres undefined)	0.3	3.0	1.1	0.0	6.0	-27.1	0.3	2.5	0.9
35	COC(=O)c1sc(-c2ccc(C(C)(C)C)cc2)cc1NC(=O)COCC(=O)O	22.9	4.4	12.4	-0.1	16.2	-4.0	3.6	-13.6	7.5
36	N#Cc1c(-c2cccs2)nc(SCC(=O)c2ccc(Br)cc2)[nH]c1=O	17.2	15.2	0.9	0.1	9.1	20.9	0.3	-13.5	-0.6
37	CCN1C(=O)c2cccc3c(S(=O)(=O)Nc4ccc(OC)cc4OC)ccc1c23	-5.3	32.2*	-5.8	0.1	0.6	-5.2	2.6	4.6	2.2
38	O=C(NCCCn1ccnc1)c1cn(-c2ccccc2)nc1-c1ccccc1	-3.9	-10.0	-15.5	-0.1	-12.8	-2.0	3.5	10.2	-10.1
39	O=C(O)CNC(=O)c1ccccc1F	-2.6	-1.1	-1.6	0.0	8.6	-1.7	2.4	2.3	-1.4
40	Nc1cccc(CCc2nc3ccccc3[nH]2)c1	-16.2	-9.1	-1.5	0.4	7.3	4.6	2.0	17.1	-0.2

Continuation:
No.	SMILES	HCV core dimer	EBNA-1 inhibitor	PP1 inh	Efflux pump inh	ZTA DNA inh	TPT1 inh	PP5 inh	PREPL inhibitor	Fh CTSL1 inh
41	NS(=O)(=O)c1ccc(NC(=O)COC(=O)CNC(=O)C23CC4CC(CC(C4)C2)C3)cc1	-3.5	-7.5	-5.1	0.0	-13.6	-0.7	-0.8	13.4	-15.0
42	CCc1ccc(NC(=O)NNC(=O)CCc2ccccc2)cc1	0.3	-3.4	0.9	0.1	-8.4	-4.0	1.4	-3.0	-2.5
43	Cc1cc(C)cc(Oc2coc3cc(OC(=O)c4cccs4)ccc3c2=O)c1	11.0	3.6	-1.2	0.1	-7.0	-3.2	4.1	20.3	-2.9
44	CN(CCCCCCN(C)Cc1ccccc1O)Cc1ccccc1O	-4.1	-3.4	-1.2	0.1	-2.2	-0.3	3.2	2.8	-2.9
45	Cc1occc1-c1nnc(SCC(=O)N2c3ccccc3CCc3ccccc32)n1C	-1.0	-6.7	2.0	0.0	1.9	1.1	1.6	-0.3	-1.9
46	Cc1cccc(NC(=S)N/C(=N/S(=O)(=O)c2ccccc2)c2ccccc2)c1	6.6	15.4	0.2	-0.3	-4.1	-2.6	1.5	3.5	1.3
47	CCCCCCCCS(=O)CCC(=O)O (centres undefined)	-1.5	-4.4	-5.5	-0.2	3.5	0.5	-0.6	-5.5	-0.6
48	CN(C)CCNc1oc(-c2cccc(Cl)c2)nc1C#N	-10.7	2.4	4.2	-0.1	-8.3	0.7	-0.2	2.1	-2.2
49	CCCSc1nnc(-c2c[nH]c3ccccc23)n1CC	16.2	-7.6	-2.5	0.1	10.8	-0.7	1.0	4.7	-3.0
50	COc1ccc(CCN2C(=O)N(c3ccc(OC)cc3)C(=O)C2CC(=O)Nc2ccccc2)cc1 (centres undefined)	2.4	0.2	2.8	0.0	-3.2	-2.6	5.5	13.9	7.2
51	CCCCc1ccc(NC2=NCC(=O)N2CCc2ccccc2)cc1	1.3	-11.6	-0.3	0.1	6.9	-2.2	1.2	-3.9	4.7
52	Cc1nc(SCC(=O)Nc2ccccn2)n[nH]1	12.0	5.1	-0.1	-0.1	1.0	-2.7	-0.2	-9.3	0.7
53	CC1Cn2c(nnc2-c2cccs2)S1 (centres undefined)	-3.5	11.6	-0.6	-0.1	-4.1	2.0	-1.5	7.4	-2.1
54	COC(=O)c1c(C(=O)OC)c(-c2ccc(OC)cc2)n2c1CS(=O)(=O)C2	-4.5	-5.0	-1.6	-0.1	-21.4	0.1	0.0	0.9	-4.0
55	C=CCOC(=O)C1=C(C)NC(SCC(=O)N(CC)CC)=C(C#N)C1c1ccco1 (centres undefined)	10.4	-18.3	2.4	0.0	9.0	-1.5	5.9	7.8	2.4

Sorted by SMILES length (low to high): three of the compounds above.
No.	SMILES	HCV core dimer	EBNA-1 inhibitor	PP1 inh	Efflux pump inh	ZTA DNA inh	TPT1 inh	PP5 inh	PREPL inhibitor	Fh CTSL1 inh
53	CC1Cn2c(nnc2-c2cccs2)S1 (centres undefined)	-3.5	11.6	-0.6	-0.1	-4.1	2.0	-1.5	7.4	-2.1
49	CCCSc1nnc(-c2c[nH]c3ccccc23)n1CC	16.2	-7.6	-2.5	0.1	10.8	-0.7	1.0	4.7	-3.0
41	NS(=O)(=O)c1ccc(NC(=O)COC(=O)CNC(=O)C23CC4CC(CC(C4)C2)C3)cc1	-3.5	-7.5	-5.1	0.0	-13.6	-0.7	-0.8	13.4	-15.0

The list is partial, so the mix of outcomes need not match the whole.
